Screening data deposited in PubChem by Broad Institute.
S100A4 inh HTS: inhibitors of S100A4-myosin IIA peptide binding, primary screen, biochemical, fluorescence polarization, TAMRA-MyoIIA peptide; inhibition, % at 10.7 µM; actives 0.14% (n = 360,000); AID 652163, 2013; Protein S100-A4 (Homo sapiens), P26447;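 active means mean inhibition of at least 70% across replicates, with every replicate also reaching that level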
Target sequence (P26447 whole entry, looked up): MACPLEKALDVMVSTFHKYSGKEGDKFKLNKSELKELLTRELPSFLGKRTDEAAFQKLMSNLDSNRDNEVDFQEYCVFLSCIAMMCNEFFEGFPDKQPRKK
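Test system: S100A4 monomer protein. Medium: HEPES buffer with Ca2+, pH 7.2. Reagent: fluorescent myosin IIA peptide, 5 nM. Compound dosing: single-point compound testing. Timing: 5 min between mix addition and reading. Benchmarks: DMSO neutral and TFP positive wells.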
Cneo AK release: Cryptococcus neoformans cell lysis inducers, primary screen, AK release luminescence, single concentration. C. neoformans lysis, adenylate kinase release luminescence, 4 h; normalised: neutral wells 0, clomiphene wells 100. lysis activity, % at 15 µM. actives 0.2% (n = 360,000);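 active means mean lysis activity across replicates of at least 80%, whatever share of replicates individually reach that level; inactive means mean lysis activity below 80%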
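Test system: log-phase Cryptococcus neoformans yeast cells. Input: 5 × 10^6 yeast cells/mL. Medium: fresh YPD growth medium. Doses: single dose. Incubation: static 4 h at 37 °C with compound, 1 h detection. Measured by: luminescent adenylate kinase detection reagent. Read-out: signal increase indicating cell lysis. Benchmarks: Clomiphene.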
LGR2 inh: inhibitors of bursicon-induced LGR2 CRE-luciferase signal, primary screen, cell-based, HEK293, CRE-luciferase reporter, bursicon stimulation. actives 0.35% (n = 380,000). Drosophila bursicon receptor LGR2 (rickets). inhibition, % at 9.99 µM. bursicon-stimulated, 4 h;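 active means drop in luminescence signal, shown as inhibition above about 50% in the replicate tests, limit read from the data, passing the limit was not always enough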;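 further: agonist challenge used bursicon conditioned medium at about half maximal strength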
Statin myotox sup: suppressors of statin myotoxicity in C2C12 myotubes, primary screen, cell-based, single point, plate reader | rescue of ATP level, % at 7.49 µM | C2C12 myotubes + simvastatin, ATP luminescence, 48 h; scaled: DMSO 0, geranylgeraniol control 100 | AID 602340, 2012 | actives 0.78% (n = 330,000);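 active means mean ATP rescue above about 67%, or every replicate alone reaching that limit, limit read from the data, passing the limit was not always enough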;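 further: myotubes were challenged with 10 µM simvastatin during compound exposure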
PGC1a acetyl inh: inhibitors of PGC1a acetylation signal, primary screen, cell-based, U2OS, AlphaScreen, inhibitor mode; AlphaScreen anti-acetyl-lysine; with virally co-expressed GCN5 acetyltransferase; AID 651687, 2012; actives 0.17% (n = 350,000); inhibition, % at 15.6 µM;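 active means every replicate shows inhibition of at least 40%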;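 further: 0% = neutral control wells and 100% = positive control wells; some results beyond the cut were filed as inactive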
ERAP1 HTS inh: human ERAP1 aminopeptidase inhibitors, primary screen, biochemical, single point, plate reader | Endoplasmic reticulum aminopeptidase 1 (Homo sapiens), Q9NZ08 | recombinant ERAP1, Leu-AMC fluorescence, 60 min | inhibition, % at 10.7 µM | actives 0.15% (n = 340,000) | AID 652197, 2013;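 active means mean replicate inhibition of at least 30%, or all replicates individually reaching that 30% level; inactive means mean below 30% and not every replicate reaching it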;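 further: 0% = neutral control wells and 100% = L-leucinethiol positive control wells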
Xi reactivation: activators of inactive X chromosome reactivation, primary screen, imaging, XiGFP fibroblasts, GFP high-content imaging, set 2; XiGFP mouse fibroblasts, % GFP-positive cells imaging, 3 d; cells co-treated with 5-aza-dC sensitizer; scaled so ellipticine positive control = 100%; activation, % at 7.58 µM; actives 0.055% (n = 360,000); AID 743238, 2013;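 active means mean normalized replicate activation at least 10% and every replicate at or above 10%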;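 further: 0% = median of on-plate neutral control wells and 100% = ellipticine 6 µM median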
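assay system = SV40-immortalized XiGFP fibroblast cells, line 68-5-11 | buffer or medium = DMEM plus 5-aza-dC sensitizer | doses = single-point pinned compound dosing | times = 3-day compound exposure, then 15 min fixation at room temperature | benchmarks = positive control ellipticine, 6 µM final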
SIRT5 block: SIRT5 desuccinylase inhibitors, primary screen, biochemical, fluorescence imaging, single point, set 5 | inhibition, % at 15 µM | NAD-dependent protein deacylase sirtuin-5, mitochondrial (Homo sapiens), Q9NXA8 | actives 1.1% (n = 330,000) | Purified SirT5, succinyl-peptide AMC, trypsin-coupled fluorescence; in the data active means inhibition above about 15%
Target sequence (Q9NXA8 whole entry, looked up): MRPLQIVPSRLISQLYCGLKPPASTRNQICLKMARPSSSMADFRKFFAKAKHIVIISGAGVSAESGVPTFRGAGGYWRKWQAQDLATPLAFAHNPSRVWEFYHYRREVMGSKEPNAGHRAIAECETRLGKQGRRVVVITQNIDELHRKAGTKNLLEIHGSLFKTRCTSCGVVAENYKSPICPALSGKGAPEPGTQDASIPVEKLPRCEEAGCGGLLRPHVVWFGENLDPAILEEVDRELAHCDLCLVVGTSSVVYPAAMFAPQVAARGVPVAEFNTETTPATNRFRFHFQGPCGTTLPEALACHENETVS
Active calls of the source: *; . = no result given; & = joins results of further samples. A portion of the library, so the mix of outcomes need not match the whole.

SMILES	S100A4 inh HTS	Cneo AK release	LGR2 inh	Statin myotox sup	PGC1a acetyl inh	ERAP1 HTS inh	Xi reactivation	SIRT5 block
COc1cc(OC)cc(-c2nc3ccccc3c(=O)n2OC(=O)c2ccc(C)c(C)c2)c1	-4	.	5	.	.	0	0.0	-2
COc1ccccc1-c1ccc2c(c1)C(C)(Cc1ccc(F)c(Cl)c1)C(=O)N2 (stereo unspecified)	-5	0	11	3	.	-7	0.5	.
O=C(Nc1ccc2c(c1)OCO2)N1CCN(C/C=C/c2ccccc2)CC1	.	-1	6	18	22	.	.	.
CCCN1CCC(=O)N([C@H](COc2ccccc2)Cc2ccccc2)CC1	2	-2	12	18	52	5	0.0	.
CCCNC(=O)CCNC(=O)[C@H](O)C(C)(C)CO	3	-2	2	-1	7	-1	-0.1	-2
C[C@H](CO)N1C[C@H](C)[C@@H](CN(C)C(=O)Nc2ccccc2)Oc2ccc(NC(=O)CCC(F)(F)F)cc2C1=O	-24&3	-1&13	4&-4	-8&13	3	-1	-0.1&0.0	-1
COc1ccc(S(=O)(=O)NCC(=O)Nc2ccc3c(c2)OCCO3)cc1OC	-2	0	1	3	.	0	0.3	-2
O=C(CCNS(=O)(=O)c1ccc(OC(F)(F)F)cc1)NCCc1c[nH]c2ccccc12	-7	1	10	-7	-14	1	0.0	-2
CO[C@@H]1CN(C)C(=O)c2ccc(NC(=O)Nc3c(C)noc3C)cc2OC[C@@H](C)N(C)C[C@@H]1C	-17	1	11	2	5	0	0.8	3
C[C@@H]1CN([C@H](C)CO)C(=O)c2cc(-c3cccnc3)cnc2O[C@@H]1CN(C)S(C)(=O)=O	-8	-5	6	.	5	3	-0.8	-4
COc1ccc(NC(=S)NNC(=O)CNc2ccc(Cl)cc2)cc1	-1	.	-10	.	.	4	0.3	0
COC(=O)C[C@H]1CC[C@@H]2[C@@H](COc3ccc(NC(=O)C4CCOCC4)cc3C(=O)N2C)O1	6	6	17	-8	0	-3	0.3	1
Cc1cc(Cl)ccc1NC(=O)c1ccc2c(c1)OCO2	-4	-4	-78	-10	.	-1	0.0	1
COCC(=O)Nc1ccc2c(c1)C(=O)N(C)[C@@H]1CC[C@@H](CC(=O)OC)O[C@H]1CO2	.	3	10	4	-9	.	0.4	.
COc1cc(CNCc2ccccn2)ccc1OCC(N)=O	8	-3	6	41	0	7	.	-1
COc1cccc(N(C(=O)c2nc3nccc(C)n3n2)c2nc3ccccc3s2)c1	-7	.	-76	.	.	1	0.1	4
CO[C@@H]1CN(C)C(=O)c2ccc(NC(C)=O)cc2OC[C@H](C)N(CC2CC2)C[C@H]1C	-6	1	4	0	-12	3	-0.3	3
COc1ccc([C@H]2C[C@@H](n3cc(-c4ccc(F)cc4)nn3)[C@H](O)CN2Cc2cccs2)cc1	-3	-2	-17	11	0	-2	0.5	-3
CN(C)c1ccc(N=Nc2nccs2)cc1	-7	-2	86*	-4	5	0	0.3	.
Cc1ccc(S(=O)(=O)N2C[C@H]3C(=O)C[C@@H](c4ccccc4)N(S(=O)(=O)c4ccccc4[N+](=O)[O-])[C@H]3C[C@H]2c2ccccc2)cc1	-2	4	-34	-3	19	7	.	-3
O=C(Nc1ccnn1C1CCN(Cc2ccn[nH]2)CC1)c1ccccc1	1	20	-7	4	-4	2	0.0	-1
COC(=O)c1ccc(-c2noc(CN3CCCCC3c3nccn3C)n2)cc1 (stereo unspecified)	-4	-2	-21	-5	7	0	0.0	-4
CC(=O)C12OC(C)(C)OC1CC1C3CCC4=CC(=O)C=CC4(C)C3(F)C(O)CC12C (stereo unspecified)	0	3	-8	-21	-5	0	0.3	0
O=C(NNC1=NCCC1)c1cccc(S(=O)(=O)N2CCCCC2)c1	-2	.	-1	4	5	3	0.0	-3
C[C@H]1CN([C@@H](C)CO)C(=O)c2cc(NC(=O)CCCCCC(=O)Nc3ccccc3N)ccc2O[C@@H]1CN(C)Cc1ccncc1	-22	0	-3	.	2	-1	-0.3	.

Further results:
SMILES	S100A4 inh HTS	Cneo AK release	LGR2 inh	Statin myotox sup	PGC1a acetyl inh	ERAP1 HTS inh	Xi reactivation	SIRT5 block
Cc1cc(C(=O)COc2ncnc3sccc23)c(C)n1C1CC1	-4	0	-19	1	.	0	.	0
C[C@@H]1CN([C@H](C)CO)C(=O)c2cc(NC(=O)CCC(F)(F)F)ccc2O[C@H]1CN(C)C(=O)Nc1ccc2c(c1)OCO2	-13	3	-13	27	20	3	-0.6	-4
C[C@H](CO)N1C[C@H](C)[C@H](CN(C)S(=O)(=O)c2cn(C)cn2)Oc2c(NC(=O)c3nc4ccccc4s3)cccc2C1=O	-1	0	13	-20	3	1	-0.1	-2
Cc1nc(C(C)NC(=O)CCc2nnc(Cc3c[nH]c4ccccc34)o2)cs1 (stereo unspecified)	-1	.	-6	.	-3	3	0.0	2
CC(=O)C1=C(O)C(=O)N(c2ccc(O)cc2)C1c1ccc(C)cc1 (stereo unspecified)	1	-2	-5	-6	4	0	0.0	5
Cc1ccc(N2C(=O)Nc3ccc(Br)cc3C2(O)C(=O)NCCN(C)C)cc1C (stereo unspecified)	6	0	-4	6	6	3	0.1	0
COc1ccc(S(=O)(=O)N2CCCCCC2)cc1C(=O)OCC(=O)NC(N)=O	.	5	9	14	-4	.	.	.
O=C(C[C@H]1C[C@H]2c3cc(NC(=O)CC4CC4)ccc3O[C@H]2[C@@H](CO)O1)NCC1CC1	-3	1	0	3	-6	1	0.0	0
CC1(OCON)CCCc2ccccc21 (stereo unspecified)	-3	-1	-7	-7	-10	-5	0.0	.
O=S(=O)(c1cc(C(F)(F)F)ccc1Cl)N1CCN(c2ccccn2)CC1	0	-5	2	6	-12	.	-0.2	11
Cc1cc(-c2ccco2)n(CC(=O)NCc2ccco2)n1	10	-4	21	6	-4	2	0.0	0
O=C(Nc1ccc(S(=O)(=O)NCC2CCCO2)cc1)c1ccc(Cl)cc1[N+](=O)[O-] (stereo unspecified)	5	.	6	.	.	-1	0.2	-3
COCC(=O)Nc1ccc2c(c1)[C@@H]1C[C@H](CC(=O)NCc3ccc(Cl)cc3)O[C@@H](CO)[C@@H]1O2	.	-3	4	5	7	.	0.0	.
CCCOc1ccc(C(=O)Nc2nc(C)c(Cc3ccc4c(c3)OCO4)s2)cc1	4	0	1	.	5	-1	0.2	-7
COCC(=O)N1CC[C@@H]2[C@H]1c1cc(-c3ccccc3)ccc1N(C)[C@@H]2CO	7	0	-10	3	-5	3	0.0	2
O=C(C[C@H]1C(=O)N(c2ccc(F)c(F)c2)C[C@@H]1Cc1ccccc1)Nc1ccccc1	-1	1	.	8	-10	-2	0.0	.
CCc1cc[n+](/C(C(=S)Nc2cccc(C)c2)=C(/[O-])c2ccc(C)c([N+](=O)[O-])c2)cc1	4	.	-19	.	.	7	0.0	1
CCCCC(=O)N(C)c1c(CC)nc2c(OCCOc3ccccc3)cccn12	-6	0	8	1	.	2	0.4	.
CN(C)C(=S)Nn1c(-c2ccccc2)nc2ccccc2c1=O	-1	.	5	.	.	14	0.0	-5
O=C(O)c1cc(S(=O)(=O)N2CCCCCC2)c(Cl)cc1Cl	-3	1	3	18	3	4	.	-3
O=C(Nc1cnn(Cc2ccc(F)cc2)c1)c1cc(-c2ccco2)on1	-3	-2	-4	4	17	1	3.1	-2
Cc1ccc2oc(=O)c3cc(C(=O)NCCCN4CC(C)CC(C)C4)sc3c2c1 (stereo unspecified)	-19	3	-2	4	3	2	0.4	-9
CCCn1c(CN2CCN(C(=O)OCC)CC2)nc2cc(NC(=O)CC)ccc21	-1	-2	14	-32	9	1	0.0	4
CCS(=O)(=O)N1CCN(C(=O)c2ccco2)CC1	-3	-2	6	-15	3	1	.	-11
C[C@@H](NC(=O)C[C@@H]1CC[C@@H](NC(=O)c2cccnc2)[C@@H](CO)O1)c1ccccc1	-5	-2	-4	-6	-3	-1	0.1	-3

Reprinted at random: four compounds from above.
SMILES	S100A4 inh HTS	Cneo AK release	LGR2 inh	Statin myotox sup	PGC1a acetyl inh	ERAP1 HTS inh	Xi reactivation	SIRT5 block
Cc1cc(Cl)ccc1NC(=O)c1ccc2c(c1)OCO2	-4	-4	-78	-10	.	-1	0.0	1
COc1ccc([C@H]2C[C@@H](n3cc(-c4ccc(F)cc4)nn3)[C@H](O)CN2Cc2cccs2)cc1	-3	-2	-17	11	0	-2	0.5	-3
COc1ccc(S(=O)(=O)N2CCCCCC2)cc1C(=O)OCC(=O)NC(N)=O	.	5	9	14	-4	.	.	.
Cc1ccc(S(=O)(=O)N2C[C@H]3C(=O)C[C@@H](c4ccccc4)N(S(=O)(=O)c4ccccc4[N+](=O)[O-])[C@H]3C[C@H]2c2ccccc2)cc1	-2	4	-34	-3	19	7	.	-3

Continuation.
SMILES	S100A4 inh HTS	Cneo AK release	LGR2 inh	Statin myotox sup	PGC1a acetyl inh	ERAP1 HTS inh	Xi reactivation	SIRT5 block
CCOC(=O)N1CCC(NC(=O)CS(=O)Cc2nc(-c3ccccc3C)oc2C)CC1 (stereo unspecified)	3	0	-21	-2	2	1	0.1	-1
CCOC(=O)C(C)/C(C)=N/NC(=O)c1cc2ccccc2cc1O (stereo unspecified)	-1	.	10	.	.	-1	0.0	-2
COc1cc(C)c(C(=O)Oc2cc(C)c(C(=O)O)c(O)c2C)c(OC)c1C	2	7	9	20	2	3	.	6
COc1ccc(S(=O)(=O)Nc2ccc3c(c2)C(=O)N([C@@H](C)CO)C[C@@H](C)[C@@H](CN(C)S(=O)(=O)c2ccc(Cl)cc2)OCCCC[C@@H](C)O3)cc1	-4	-9	19	.	-14	0	0.3	15*
CCc1c(C)nc2c(-c3ccccc3)c[nH]n2c1=O	1	0	4	2	.	0	0.0	-9
COc1ccc(-n2nc3c(c2NC(=O)c2ccccc2)CS(=O)(=O)C3)cc1	14	4	4	1	1	-8	0.3	.
CCOC(=O)C1=CCN(S(=O)(=O)c2ccccc2Br)C1c1cccc(F)c1 (stereo unspecified)	0	7	14	11	-24	1	0.3	-1
O=C(C[C@H]1CC[C@H](NC(=O)Nc2ccccc2)[C@H](CO)O1)NCc1cccc(F)c1	-22	-2	-3	0	4	1	0.4	-6
CC(C)CNC(=O)C1(C)CCN1C(=O)c1ccc(C(C)(C)C)cc1 (stereo unspecified)	0	-1	-8	-37	-4	3	0.1	0
COC(=O)C[C@H]1CC[C@H]2[C@H](COc3ccc(NC(=O)c4ccccc4OC)cc3C(=O)N2C)O1	.	6	-9	-20	-4	.	0.4	.
C[C@@H]1CN([C@@H](C)CO)C(=O)c2cc(NS(C)(=O)=O)ccc2O[C@@H](C)CCCCO[C@@H]1CN(C)C(=O)NC1CCCCC1	.	3	-21	-21	1	.	0.0	.
COc1ccc(CN2C(=O)CN(S(C)(=O)=O)CC2(C)C(=O)NC(C)C)cc1 (stereo unspecified)	-11	.	-7	.	.	.	0.5	-5
